TNFa cytotox – cytotoxicity in TNFa-stimulated HUVEC, primary screen, cytotoxicity control for VCAM1 expression modulator project, imaging, Hoechst nuclei count | HUVEC TNFalpha-stimulated, Hoechst cell count | cell count reduction, % at 2 µM | 93,000 tested, 0.17% active;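 active means cell count reduction exceeding the screen mean by over 5 SD, scaled to untreated wells per plate, cut at about 78% in these data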;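 further: cells counted after 24 h of TNF alpha exposure following the 1 h pretreatment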
F-actin modifier – modifiers of F-actin cytoskeleton organization, primary screen, imaging, HUVEC, phalloidin staining, high-content imaging; HUVEC TNFa F-actin phalloidin imaging; inhibition, % at 2 µM; 91,000 tested, 0.18% active;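 active means inhibition above the batch mean plus 3 SD and confirmed as a hit by visual image inspection, cut at about 30% in these data, passing the limit was not always enough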; further: strong numbers were not always called active
FAK blocker – FAK kinase inhibitors, primary screen, biochemical; biochemical FAK kinase activity assay; inhibition, %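 (tested at 7 µM)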; 97,000 tested, 0.84% active; in the data active means inhibition above about 19%;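 further: 0% = DMSO and 100% = reference compound high control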
LYP inh 2 – PTPN22 phosphatase inhibitors, primary screen, biochemical, DiFMUP fluorescence, 2 µM. recombinant LYP catalytic domain. inhibition, % at 2 µM. 96,000 tested, 0.21% active;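 active means inhibition at 2 µM at or above a set limit, the screen mean plus 3 SD, cut at about 24% in these data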;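 further: 0% = DMSO with enzyme and 100% = enzyme fully blocked by orthovanadate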
ERa coact inh – ERα–SRC-1 coactivator interaction inhibitors, primary screen, biochemical, TR-FRET, ERα LBD, estradiol-bound; Estrogen receptor (Homo sapiens), P03372; TR-FRET ER-alpha LBD / SRC-1 peptide; inhibition, % at 25.6 µM; 86,000 tested, 1.7% active; in the data active means inhibition above about 50%;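 further: 0% = receptor plus peptide control and 100% = peptide only without receptor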
IL1B cytotox – cytotoxicity in IL-1B stimulated HUVEC, primary screen, cytotoxicity control for IL-1B NFkB translocation project, imaging, Hoechst nuclear count, IL-1B stimulus | HUVEC cell count loss | cell count reduction, % at 2 µM | 94,000 tested, 0.41% active | AID 845, 2007;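 active means cell count reduction more than 3 SD above the screen-wide mean, cut at about 70% in these data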;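 further: normalized per plate to untreated control cells as the no-loss baseline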
PTK2B oligo ant – antagonists of Pyk2 self-association, primary screen, Q293 cells, FERM NanoBiT luminescence, HTS. Protein-tyrosine kinase 2-beta (Homo sapiens), Q14289. 99,000 tested, 0.83% active. z-score (the deposit names both 25 µM and 10 µM). hits give low values;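 active means Z-score of -3 or lower, scaled per plate to the spread of control and sample wells; inactive means z-score above -3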;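 further: negative z-score means lost luminescence so less FERM oligomerization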
Target sequence (Q14289 whole entry, looked up): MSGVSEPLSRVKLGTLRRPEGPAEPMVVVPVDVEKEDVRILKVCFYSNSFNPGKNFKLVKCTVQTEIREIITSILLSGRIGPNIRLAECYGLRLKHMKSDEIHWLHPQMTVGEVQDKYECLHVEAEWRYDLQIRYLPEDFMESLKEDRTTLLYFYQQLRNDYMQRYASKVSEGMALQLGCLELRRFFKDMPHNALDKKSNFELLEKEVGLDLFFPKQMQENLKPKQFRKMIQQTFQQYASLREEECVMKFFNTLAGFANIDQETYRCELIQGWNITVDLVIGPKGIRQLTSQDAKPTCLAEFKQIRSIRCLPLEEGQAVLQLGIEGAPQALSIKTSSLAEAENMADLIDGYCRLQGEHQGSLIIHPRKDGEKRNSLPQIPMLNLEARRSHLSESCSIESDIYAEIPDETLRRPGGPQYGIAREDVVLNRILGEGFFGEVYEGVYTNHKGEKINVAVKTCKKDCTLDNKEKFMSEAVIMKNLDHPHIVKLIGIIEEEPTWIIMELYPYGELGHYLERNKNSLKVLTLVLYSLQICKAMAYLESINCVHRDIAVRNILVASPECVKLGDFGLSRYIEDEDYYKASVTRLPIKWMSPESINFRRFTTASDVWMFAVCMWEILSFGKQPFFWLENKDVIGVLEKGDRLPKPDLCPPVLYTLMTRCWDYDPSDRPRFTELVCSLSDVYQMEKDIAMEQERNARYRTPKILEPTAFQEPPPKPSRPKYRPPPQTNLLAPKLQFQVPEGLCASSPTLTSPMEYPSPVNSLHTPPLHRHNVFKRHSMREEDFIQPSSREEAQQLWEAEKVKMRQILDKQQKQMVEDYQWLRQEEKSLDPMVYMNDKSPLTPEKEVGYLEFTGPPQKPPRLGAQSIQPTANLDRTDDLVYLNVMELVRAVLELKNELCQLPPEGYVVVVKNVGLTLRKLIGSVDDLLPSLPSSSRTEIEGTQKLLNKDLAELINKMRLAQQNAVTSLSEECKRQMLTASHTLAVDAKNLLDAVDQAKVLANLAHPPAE
VCAM1 TNFa inh – inhibitors of TNFa-induced VCAM1 expression, primary screen, imaging, HUVEC, TNFa stimulus, immunofluorescence; HUVEC TNFa-induced VCAM-1 immunofluorescence, high-content imaging; inhibition, % at 2 µM; 95,000 tested, 0.48% active; AID 802, 2007;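 active means inhibition above the batch mean plus 3 SD, with images confirmed as a hit by eye, cut at about 37% in these data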;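 further: 0% = TNF-stimulated DMSO wells and 100% = unstimulated control wells; not every result past the cut was called active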
LYP act – LYP phosphatase activators, primary screen, biochemical, DiFMUP fluorescence, 2 µM; activation, % at 2 µM; recombinant LYP; 0 = plate median, 100 = signal doubled; Tyrosine-protein phosphatase non-receptor type 22 (Homo sapiens), Q9Y2R2; 96,000 tested, 0.11% active;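 active means activation at 2 µM above a set limit, the mean plus 5 SD, cut at about 37% in these data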
* = called active by the depositor; · = no result given; [ ] = remark or other dose.

item	SMILES	TNFa cytotox	F-actin modifier	FAK blocker	LYP inh 2	ERa coact inh
1	Cc1cc(NS(=O)(=O)Cc2ccccc2)cc(C)c1OCC(=O)N1CCOCC1	-22	-24	1	4	-24
2	O=C(Nc1c(C(=O)N2CCCC2)cnn1-c1ccccc1)c1cccc(F)c1	12	-9	-1	8	-10
3	CC1CCN(C(=S)NC(=O)C2CCCCC2)CC1	3	-8	9	-8	·
4	CCOC(=O)CSc1nc(N)cc(=O)[nH]1	-8	25	1	-4	-4
5	COc1ccc(O)c(C(=O)c2cnc3onc(C(C)C)c3c2)c1	-34	1	0	4	7
6	Cc1ccc(CNC(=O)Cc2ccc(-c3ccccc3)cc2)cc1	10	0	5	5	·
7	CC(=O)OC1c2ccccc2C(=O)N1Cc1ccccc1Cl (configuration not stated)	-17	-1	2	-8	-7
8	Cc1ccc(S(=O)(=O)N(CC(=O)N2CCN(c3ccc(F)cc3)CC2)C2CCCCC2)cc1	2	-32	3	11	-4
9	Cc1nc2ncnn2c(C)c1CCC(=O)Nc1ccc(S(=O)(=O)N2CCCCCC2)cc1	20	12	0	-9	·
10	O=C(CSc1nnc(CNC(=O)c2c(F)cccc2Cl)o1)NCc1ccc2c(c1)OCO2	-13	-2	0	-5	-2

item	IL1B cytotox	PTK2B oligo ant	VCAM1 TNFa inh	LYP act
1	40	0.1	20	-5
2	1	-1.1	-4	-8
3	48	0.28	-36	8
4	11	-0.99	-10	3
5	-18	-1.1	-6	-3
6	-15	0.36	-7	-1
7	2	·	16	6
8	-21	-0.61	13	-9
9	6	-0.63	1	7
10	3	0.33	4	5

Continuation.
item	SMILES	TNFa cytotox	F-actin modifier	FAK blocker	LYP inh 2	ERa coact inh
11	C=CCn1c(SCc2ccc(Cl)cc2)nc2c1c(=O)[nH]c(=O)n2C	4	5	6	4	0
12	O=c1c2cc(-c3ccccc3)sc2ncn1-n1cccc1	-28	18	1	-12	-1
13	COc1ccc(C2=NOC(C(=O)Nc3c(C)n(C)n(-c4ccccc4)c3=O)C2)cc1OC (configuration not stated)	-22	5	-6	1	-4
14	O=C(Nc1ccc(C(F)(F)F)cc1)c1cc(-c2cccnc2)nc2ccc(Br)cc12	8	4	-10	11	·
15	CC1=C(C(=O)OCc2ccccc2)C(c2ccc(N3CCOCC3)cc2)NC(=O)N1 (configuration not stated)	-62	27	1	1	-3
16	CCOC(=O)N1CCC(NC(=O)CCc2cn(C)c3ccccc23)CC1	-12	-3	0	-6	·
17	Cc1cc(C(=O)CSc2nnc(Nc3ccccc3F)s2)c(C)n1CC1CCCO1 (configuration not stated)	-20	-26	7	1	-1[fluorescence artefact?]
18	CN(C)c1ccc(CNn2cnnc2SCc2ccccc2F)cc1	-3	11	-2	12	-6
19	O=C(CC1SC(=O)N(Cc2cccc3ccccc23)C1=O)Nc1nccs1 (configuration not stated)	-7	15	6	-4	·
20	CCS(=O)(=O)N1Cc2ccccc2CC1C(=O)Nc1ccc(C)cc1 (configuration not stated)	-6	-9	2	-8	·

item	IL1B cytotox	PTK2B oligo ant	VCAM1 TNFa inh	LYP act
11	-1	-1.1	27	-5
12	5	0.8	3	10
13	5	·	-2	-2
14	38	-0.15	4	-8
15	17	-0.51	-24	-3
16	18	0.09	6	3
17	2	0.23	10	-4
18	12	-0.22	0	-9
19	-30	-1.3	4	9
20	-20	-0.7	19	7

Continued:
item	SMILES	TNFa cytotox	F-actin modifier	FAK blocker	LYP inh 2	ERa coact inh
21	CC(C)C(NS(=O)(=O)c1cccs1)C(=O)NCCN1CCN(c2ccccc2)CC1 (configuration not stated)	-6	-7	0	2	-17
22	COC(=O)C1CCN(C(=O)c2cc(OC)c(OC)c(OC)c2)CC1	-12	-15	-3	-8	-2
23	COC(=O)C1=C(O)/C(=C\c2ccc(O)c(OC)c2)N=C1C	1	-7	-2	-7	-8
24	CCC(C)(C)NC(=O)Cc1ccc(OC)c(OC)c1	3	-6	0	-2	-4
25	COc1ccc(CCNC(=O)C23CN(Cc4ccccc4)CC2C(c2cccc([N+](=O)[O-])c2)=NO3)cc1 (configuration not stated)	-4	-9	-1	0	·
26	CC1(C)NC(=O)N(CC(O)CN2CCCCC2)C1=O (configuration not stated)	-33	7	-1	-8	-3
27	COc1ccc(-c2cc3nc4c(c(=O)n3[nH]2)CCC4)cc1	6	-17	0	1	52*[fluorescence artefact?]
28	Cc1ccc(N2CCN(C(=O)CCc3nc4ccccc4[nH]3)CC2)c(C)c1	-22	20	-4	2	0
29	COc1cc(NC(=O)C2CC(=O)NC3=C2C(=O)CCC3)cc(OC)c1 (configuration not stated)	-18	24	-8	8	-11
30	CC(C(=O)OCC(=O)Nc1ccc2c(c1)OCO2)N1C(=O)c2ccccc2C1=O (configuration not stated)	-36	21	-6	-1	10

item	IL1B cytotox	PTK2B oligo ant	VCAM1 TNFa inh	LYP act
21	4	0.26	-6	-3
22	-40	0.54	19	10
23	-21	1.4	1	4
24	18	0.03	18	6
25	-17	·	-12	-3
26	-16	-0.27	6	3
27	-10	-0.97	33	3
28	15	·	-14	-5
29	-15	1.1	-1	-6
30	-4	1.3	-11	4

(listing goes on)
item	SMILES	TNFa cytotox	F-actin modifier	FAK blocker	LYP inh 2	ERa coact inh
31	COc1cc(C(=O)NCc2ccc(-c3nc4ccccc4o3)cc2)cc(OC)c1OC	-2	25	-6	-6	18[fluorescence artefact?]
32	O=C(c1cc(C2CC2)on1)N1CCN(C(c2ccccc2)c2ccccc2)CC1	0	2	-2	8	·
33	CC1(CCc2ccc3c(c2)OCO3)NC(=O)c2ccccc2N1 (configuration not stated)	-8	8	1	-21	·
34	O=C(Nc1ccc(C#Cc2ccccc2)cc1)C1CC1	4	-16	2	2	·
35	Cc1n[nH]c(=O)nc1NCc1ccco1	-21	1	1	-4	-2
36	COc1cc2[nH]c(=O)n(Cc3ccc(C(=O)NCCCN4CCN(C)CC4)cc3)c(=O)c2cc1OC	-19	8	1	-5	-5
37	O=C(c1ccccc1)c1coc2ccc(O)c(CN3CCOCC3)c12	-31	12	1	0	-1
38	Cc1ccc(S(=O)(=O)Nc2nc3n(n2)C(c2ccc(Cl)cc2)CC(=O)N3)cc1 (configuration not stated)	-18	2	-2	-7	·
39	Cc1cccc2cc(C#N)c(SCC(=O)N3CC(=O)Nc4ccccc43)nc12	60	-19	-22	-4	·
40	CC(=O)C1=C(O)C(=O)N(Cc2ccco2)C1c1ccc(F)cc1 (configuration not stated)	-9	12	-2	0	2

item	IL1B cytotox	PTK2B oligo ant	VCAM1 TNFa inh	LYP act
31	-10	0.09	11	4
32	25	·	0	-10
33	-43	1	16	13
34	-7	-0.65	-8	1
35	-43	0.1	5	1
36	20	1	11	5
37	-12	-0.63	21	3
38	14	0.23	9	13
39	29	-3.1*	94*	4
40	-150	-0.62	9	-1

Overlap with the part before: 5 entries; new compounds follow.
item	SMILES	TNFa cytotox	F-actin modifier	FAK blocker	LYP inh 2	ERa coact inh
36	COc1cc2[nH]c(=O)n(Cc3ccc(C(=O)NCCCN4CCN(C)CC4)cc3)c(=O)c2cc1OC	-19	8	1	-5	-5
37	O=C(c1ccccc1)c1coc2ccc(O)c(CN3CCOCC3)c12	-31	12	1	0	-1
38	Cc1ccc(S(=O)(=O)Nc2nc3n(n2)C(c2ccc(Cl)cc2)CC(=O)N3)cc1 (configuration not stated)	-18	2	-2	-7	·
39	Cc1cccc2cc(C#N)c(SCC(=O)N3CC(=O)Nc4ccccc43)nc12	60	-19	-22	-4	·
40	CC(=O)C1=C(O)C(=O)N(Cc2ccco2)C1c1ccc(F)cc1 (configuration not stated)	-9	12	-2	0	2
41	O=C(NCCCn1ccnc1)C1CC(c2cccc(Br)c2)=NO1 (configuration not stated)	-24	3	1	-24	-3
42	Cc1noc(N)c1C(=O)Nc1ccc(F)cc1	-14	4	-1	-4	7[fluorescence artefact?]
43	NC(=O)CC1SC(N)=NC1=O (configuration not stated)	-5	0	0	4	·
44	C=CCOc1nc2c(c(=O)n(C)c(=O)n2C)n1C	·	-6	-3	-6	·
45	O=C1CC(C2CCCO2)C(=O)N1Cc1ccccc1 (configuration not stated)	-20	10	-4	5	-4
46	N#Cc1nc(-c2ccc(OCc3ccc(Cl)cc3)cc2)oc1NCc1cccnc1	5	17	5	9	51*
47	CC(C)N(Cc1nc(-c2ccccc2)no1)C(=O)CSc1ccccc1	·	·	0	0	-18
48	CC(C)CCn1cnc2c(NCc3ccccc3)ncnc21	-5	-12	2	4	1
49	COc1ccccc1NC(=O)Cn1nnc(C(=O)Nc2ccccc2)c1N	16	17	-9	-6	2
50	COc1ccc2nc(NC(=O)CCNS(=O)(=O)c3ccc4c(c3)oc(=O)n4C)sc2c1	-12	18	-2	-9	-5[fluorescence artefact?]

item	IL1B cytotox	PTK2B oligo ant	VCAM1 TNFa inh	LYP act
36	20	1	11	5
37	-12	-0.63	21	3
38	14	0.23	9	13
39	29	-3.1*	94*	4
40	-150	-0.62	9	-1
41	-8	0.74	8	18
42	11	-0.48	-1	2
43	4	0.38	31	-4
44	85*	0.8	-37	3
45	-56	0.48	-2	-8
46	6	-0.94	-9	-11
47	-48	0.57	·	-1
48	0	-0.09	7	-2
49	-11	0.05	3	3
50	3	2.2	-12	7

Next entries
item	SMILES	TNFa cytotox	F-actin modifier	FAK blocker	LYP inh 2	ERa coact inh
51	COc1cccc(NC(=O)CSc2nnc(-c3cc(-c4ccccn4)nc4ccccc34)o2)c1	·	·	1	12	-2
52	Cc1cc(O)c(-c2n[nH]c3c2C(c2cccc(O)c2)N(Cc2cccnc2)C3=O)cc1Cl (configuration not stated)	-12	29	0	-6	14
53	Cc1sc2ncnc(NCc3ccccc3)c2c1C	6	-4	8	-19	-4
54	CN1CCN(CCCNC(=O)c2cc3c(=O)n(C)c4ccccc4c3s2)CC1	4	-7	12	-11	-6
55	CCOCCc1nnc(NC(=O)COC)s1	-7	-3	-2	-7	-2
56	COc1ccc(C)cc1NC(=O)CN1CCN(S(=O)(=O)c2ccc(C(C)C)cc2)CC1	-1	-18	11	12	·

item	IL1B cytotox	PTK2B oligo ant	VCAM1 TNFa inh	LYP act
51	0	-0.23	·	-8
52	-4	-3.9*	8	5
53	1	0.92	3	19
54	-4	·	20	7
55	84*	-0.24	7	6
56	-2	-0.52	22	-8

Record cards (already shown):
COc1ccc(C)cc1NC(=O)CN1CCN(S(=O)(=O)c2ccc(C(C)C)cc2)CC1 reads TNFa cytotox: -1; F-actin modifier: -18; FAK blocker: 11; LYP inh 2: 12; ERa coact inh: ·; IL1B cytotox: -2; PTK2B oligo ant: -0.52; VCAM1 TNFa inh: 22; LYP act: -8
CN1CCN(CCCNC(=O)c2cc3c(=O)n(C)c4ccccc4c3s2)CC1 reads TNFa cytotox: 4; F-actin modifier: -7; FAK blocker: 12; LYP inh 2: -11; ERa coact inh: -6; IL1B cytotox: -4; PTK2B oligo ant: ·; VCAM1 TNFa inh: 20; LYP act: 7
